KCNK3 block: human KCNK3 channel inhibition, primary screen; CHO-KCNK3 thallium flux, FluxOR fluorescence; active compounds read low; B-score at 10 µM; actives 0.84% (n = 340,000);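 active = B-score under library mean minus 4 SD, starting fluorescence ratio at most library mean plus 5 SD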;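 note: more negative B-score means stronger inhibition of thallium flux through KCNK3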
TMEM16A act: mouse TMEM16A channel activation, primary screen; Q8BHY3; HEK293 TMEM16A/YFP-H148Q/I152L, iodide quench fluorescence; active compounds read low; B-score at 10 µM; actives 0.3% (n = 340,000); AID 623877;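 active = fluorescence-ratio B-score plate-corrected deviation score at least 3 library SD below zero, with starting fluorescence score within 5 deviations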;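 note: channel opened by trigger with iodide after compound preincubation; score built on the fluorescence ratio of max minus min over baseline; more negative score means more quench and so TMEM16A activation or potentiation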
KCNQ1 inh: human KCNQ1 channel inhibition; P51787; CHO-K1 KCNQ1, FluxOR thallium flux fluorescence; active compounds read high; B-score at 10 µM; actives 1.3% (n = 310,000);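 active = compounds whose thallium flux B-score, printed positive for inhibition, exceeds three library SD while starting fluorescence stays within three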;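 note: channel opened by potassium depolarization with thallium stimulus after 20 min compound exposure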
Target sequence (P51787 whole entry, looked up): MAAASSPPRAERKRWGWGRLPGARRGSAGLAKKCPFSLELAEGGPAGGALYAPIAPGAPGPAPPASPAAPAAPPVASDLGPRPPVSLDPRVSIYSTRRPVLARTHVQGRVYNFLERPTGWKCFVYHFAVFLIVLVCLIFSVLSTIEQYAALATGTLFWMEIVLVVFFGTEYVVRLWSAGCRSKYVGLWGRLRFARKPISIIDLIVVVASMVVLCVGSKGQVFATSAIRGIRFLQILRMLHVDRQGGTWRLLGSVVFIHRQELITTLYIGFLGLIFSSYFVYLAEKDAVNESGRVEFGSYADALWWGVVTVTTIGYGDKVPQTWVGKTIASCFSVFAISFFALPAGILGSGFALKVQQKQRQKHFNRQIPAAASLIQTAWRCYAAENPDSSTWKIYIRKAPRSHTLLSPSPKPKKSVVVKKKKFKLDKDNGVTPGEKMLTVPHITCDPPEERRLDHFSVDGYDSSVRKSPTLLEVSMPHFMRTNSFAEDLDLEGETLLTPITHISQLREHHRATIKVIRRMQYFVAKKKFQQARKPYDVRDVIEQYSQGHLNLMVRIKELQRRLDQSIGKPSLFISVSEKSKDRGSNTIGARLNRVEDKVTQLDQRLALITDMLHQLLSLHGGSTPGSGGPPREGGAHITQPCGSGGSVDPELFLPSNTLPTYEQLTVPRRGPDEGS
KCNQ1 pot: potentiators or activators of human KCNQ1 potassium channel; P51787; CHO-K1 KCNQ1, thallium flux FluxOR fluorescence; active compounds read high; B-score at 10 µM; actives 0.35% (n = 310,000); AID 2648;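 active = fluorescence ratio B-score, a plate-corrected score, at least three library SD, with initial intensity B-score within 5 SD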
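Assay system: CHO-K1 cells stably expressing KCNQ1. Medium: assay buffer for compound exposure, DMSO matched across wells. Timing: 37 °C overnight plating, 90-min dark dye load, 20-min compound pretreatment. Signal: kinetic FluxOR fluorescence, 10 s baseline plus 110 s post-stimulus.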
TMEM16A inh: mouse TMEM16A channel inhibition, primary screen. Q8BHY3. HEK293 TMEM16A/YFP iodide influx fluorescence, ionomycin. normalized B-score (activity score, 25-100; higher = stronger inhibition) at 10 µM. actives 1.2% (n = 310,000);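 active = ratio plate-corrected score three or more library SD toward inhibition, starting fluorescence score within five deviations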;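 note: score derived from kinetic fluorescence span divided by baseline fluorescence per well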
MrgX1 ag: activates human MrgX1 receptor signaling; actives 0.44% (n = 310,000); Q96LB2; MrgX1-HEK293 cells, Fluo-4 calcium fluorescence, agonist mode; active compounds read high; B-score at 10 µM;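 active = calcium response B-score plate-corrected fluorescence ratio at least 3 library SD, with starting fluorescence B-score inside 5 SD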
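Assay system: MrgX1-expressing HEK293 cells / Amount: fifteen thousand cells per well / Doses: test compound in the initial addition of three / Timing: cells plated overnight, dye loaded 0.5 h 37 °C, 0.5 h room temperature / Technique: kinetic calcium dye fluorescence, Fluo-4 NW / Control set: positive and negative controls per plate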
hERG protect: hERG (human) protection from proarrhythmic block; CHO-hERG, FluxOR thallium flux, dofetilide IC70 present; activation (rescue from dofetilide block), less the hit threshold, % at 10 µM; actives 0.51% (n = 310,000); AID 1511;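 active = activation above the mean of controls blocked by dofetilide plus 5 SD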;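 note: thallium influx through hERG after potassium depolarization seen as dye fluorescence rise; in these data hits start at about 4.7%; inactives centre near -7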
RGS4 act: RGS4 potentiation or activation | HEK293 M3R/inducible RGS4, carbachol calcium flux Fluo4; active compounds read low | B-score at 10 µM | actives 0.92% (n = 310,000);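 active = B-score of the integrated calcium signal more than 4 SD below the library mean, with starting fluorescence not abnormally high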;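 note: negative B-score means reduced calcium response which marks RGS4 activation or potentiation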
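Test system: HEK293 cells with stable M3R and inducible RGS4; also added: carbachol at ECmax as muscarinic agonist stimulus; schedule: dye loading 30 min 37 °C, buffer rest 30 min RT; technique: kinetic calcium fluorescence imaging with Fluo4-AM dye, 2 µM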
MrgX1 PAM: allosterically activates human MrgX1 receptor signaling; B-score at 10 µM; actives 0.63% (n = 310,000); MrgX1-HEK293, Fluo-4 calcium flux, FDSS; active compounds read high;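 active = plate-corrected calcium response at least 3 library SD above typical, normal starting fluorescence, not activating the receptor alone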;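 note: compound read alongside a low EC10 to EC30 dose of BAM8-22 agonist; peak minus trough fluorescence over baseline measured at the second addition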
RGS4 inh: human RGS4 inhibition. P49798. HEK293 M3R/RGS4 inducible, Fluo-4 calcium flux; active compounds read high; triggered by carbachol at its EC20. B-score at 10 µM. actives 0.45% (n = 310,000);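 active = B-score, a plate-corrected calcium signal, over three deviations above library mean, with baseline fluorescence within five deviations of library mean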;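 note: RGS4 expression induced by doxycycline in cells with stable M3 receptor; B-score is computed from the integrated fluorescence ratio over baseline after carbachol; higher B-score means a larger calcium signal and so more RGS4 inhibition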
Target sequence (P49798 whole entry, looked up): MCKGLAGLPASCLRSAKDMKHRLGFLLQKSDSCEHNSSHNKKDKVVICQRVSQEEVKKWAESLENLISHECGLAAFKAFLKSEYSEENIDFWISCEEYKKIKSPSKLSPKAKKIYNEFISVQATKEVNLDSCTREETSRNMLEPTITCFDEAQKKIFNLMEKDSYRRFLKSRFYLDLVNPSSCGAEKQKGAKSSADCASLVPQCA
KCNK9 inh: human KCNK9 channel inhibition; B-score at 10 µM; actives 1.2% (n = 310,000); Q9NPC2; AID 488922; HEK293 KCNK9, FluxOR thallium flux fluorescence; active compounds read low;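 active = ratio B-score over 3 SD below the library mean, with starting fluorescence within 5 SD of its mean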;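 note: negative B-score means less thallium flux so channel inhibition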
Active calls of the source: *; i = inactive; nt = not tested or not shown. An unsorted share of the library. About 6.3% of those tested had a hit in this group.

SMILES | KCNK3 block | TMEM16A act | KCNQ1 inh | KCNQ1 pot | TMEM16A inh | MrgX1 ag | hERG protect | RGS4 act | MrgX1 PAM | RGS4 inh | KCNK9 inh
CCOc1cc(C(=O)N/N=C/C2CC=CCC2)cc(OCC)c1OCC (configuration not stated) | i | i | i | i | i | i | -7 | i | i | i | i
CCC(C)[C@H](NC(=O)Nc1ccccc1F)C(=O)OC (some centres not stated) | i | i | i | i | i | i | -9 | i | i | i | i
Cc1ccc(CN(C)C(=O)c2cccc(S(=O)(=O)N3CCN(Cc4ccccc4)CC3)c2)o1 | i | i | i | i | i | i | -13 | i | i | i | i
CCC(C)NCCOCCOc1ccc(Br)cc1 (configuration not stated) | i | i | i | i | i | i | -10 | i | i | i | i
CCCc1c(C)nc(N2CCN(c3ccccc3OC)CC2)[nH]c1=O | i | i | i | i | i | i | 2 | i | i | i | i
CC1CN(C(=O)c2c([N+](=O)[O-])cnn2C)CC(C)O1 (configuration not stated) | i | i | i | i | i | i | -4 | i | i | i | i
COc1ccc(CN(C(=O)c2ccco2)c2ccc(C)cc2)cc1OC | i | i | i | i | i | i | -13 | i | i | i | i
CCN(CC)S(=O)(=O)c1ccc2c(c1)c(=O)c(C(=O)N1CCOCC1)cn2C | i | i | i | i | i | i | -11 | i | i | i | i
COc1cc(S(=O)(=O)N2CCN(c3ccccn3)CC2)ccc1Br | i | i | i | i | i | i | 0 | i | i | i | i
CCN(CC)c1cc(C)c2cc(NC(=O)c3ccc(Br)o3)ccc2n1 | i | i | i | i | i | i | -20 | i | i | i | i
O=C(CN1C(=O)NC2(CCCC2)C1=O)N1CCN(S(=O)(=O)c2ccccc2)CC1 | i | i | i | i | i | i | -10 | i | i | i | i
COCCN(C(=O)CNC(=O)c1ccco1)C(C(=O)NC1CCCC1)c1ccc(F)cc1 (configuration not stated) | i | i | i | i | i | i | -7 | i | i | i | i
Cc1cc(C)cc(N(CC(=O)N2CCOCC2)S(=O)(=O)c2ccccc2)c1 | i | i | i | i | i | i | -1 | i | i | i | i
CC1=N/C(=C/c2ccc([N+](=O)[O-])cc2)C(=O)N1c1ccc(Cl)cc1Cl | i | i | i | i | i | i | -17 | i | 15* | i | i
CCCc1nc(-c2ccccc2)c(-c2ccc(OC)c(OC)c2)c(=O)[nH]1 | i | i | i | i | i | i | -10 | i | i | i | i
CCOC(=O)C1CCN(C(=O)COc2ccc(Br)cc2Br)CC1 | i | i | i | i | i | i | -14 | i | i | i | i
COc1ccc(-c2cc(C(=O)NCc3cn(C)nc3C)c3ccccc3n2)cc1OC | i | i | i | i | i | i | -1 | i | i | i | i
O=C(Nc1nnc(/C=C/c2ccccc2)s1)c1ccco1 | i | i | i | i | i | i | -8 | i | i | i | i
CCC12CN3CC(CC)(CN(C1)C3c1ccccc1Cl)C2O (configuration not stated) | i | i | i | i | i | i | -11 | i | i | i | i
O=C(N[C@H]1CC1c1ccccc1)c1ccc([N+](=O)[O-])cc1 (some centres not stated) | i | i | i | i | i | i | -6 | i | i | i | i

Profiles from above. Order of values: KCNK3 block | TMEM16A act | KCNQ1 inh | KCNQ1 pot | TMEM16A inh | MrgX1 ag | hERG protect | RGS4 act | MrgX1 PAM | RGS4 inh | KCNK9 inh
COc1ccc(CN(C(=O)c2ccco2)c2ccc(C)cc2)cc1OC reads i | i | i | i | i | i | -13 | i | i | i | i
CCN(CC)S(=O)(=O)c1ccc2c(c1)c(=O)c(C(=O)N1CCOCC1)cn2C reads i | i | i | i | i | i | -11 | i | i | i | i
Cc1cc(C)cc(N(CC(=O)N2CCOCC2)S(=O)(=O)c2ccccc2)c1 reads i | i | i | i | i | i | -1 | i | i | i | i
CC1=N/C(=C/c2ccc([N+](=O)[O-])cc2)C(=O)N1c1ccc(Cl)cc1Cl reads i | i | i | i | i | i | -17 | i | 15* | i | i
CCOC(=O)C1CCN(C(=O)COc2ccc(Br)cc2Br)CC1 reads i | i | i | i | i | i | -14 | i | i | i | i

Remaining list, next part.
SMILES | KCNK3 block | TMEM16A act | KCNQ1 inh | KCNQ1 pot | TMEM16A inh | MrgX1 ag | hERG protect | RGS4 act | MrgX1 PAM | RGS4 inh | KCNK9 inh
O=C(COc1ccc(Cl)cc1)N/N=C/c1cccc2cccnc12 | i | i | i | i | i | i | -9 | i | i | i | i
CCS(=O)(=O)N1CCCC(C(=O)NCCN(C)Cc2ccccc2)C1 (configuration not stated) | i | i | i | i | i | i | -5 | i | i | i | i
COCCN(C(=O)COC(=O)CCOc1ccccc1C)c1c(N)n(Cc2ccccc2)c(=O)[nH]c1=O | i | i | i | i | i | i | -12 | i | i | i | i
COc1ccc(/C=N/OCc2nc3c4c(ncn3n2)Oc2ccc3ccccc3c2C4c2ccccc2)cc1 (configuration not stated) | i | i | i | i | i | i | -7 | i | i | i | i
CC1CCCN(C(=O)CNS(=O)(=O)c2cccs2)C1 (configuration not stated) | i | i | i | i | i | i | -6 | i | i | i | i
C/C(=N\NC(=O)c1csc(C)c1C)c1ccc(Cl)s1 | i | i | i | i | i | i | -2 | i | i | i | i
O=C(c1ccc(F)cc1)N1CCN2C(=O)c3ccccc3C12c1ccc(Cl)cc1 (configuration not stated) | i | i | i | i | i | i | -5 | i | i | i | i
Oc1ccc(/C=N/Nc2ccnc3cc(Cl)ccc23)c(O)c1O | i | i | i | i | i | i | -12 | i | i | i | i
COc1ccccc1N1CCN(S(=O)(=O)/C=C/c2ccccc2)CC1 | i | i | i | i | i | i | -5 | i | i | i | i
CCc1cccc(C)c1NS(=O)(=O)c1cc(Br)cnc1N | i | i | i | i | i | i | -3 | i | i | i | i
CCCCC(=O)Oc1c(S(=O)(=O)c2ccccc2)c(C)nn1C(C)(C)C | -10* | i | i | i | 25* | i | -4 | i | i | i | i
Cc1cc(C)n(Cc2ccccc2F)c(=O)c1C#N | i | i | i | i | i | i | -5 | i | i | i | i
Cc1ccc(Cl)cc1N1CCN(Cc2cc(=O)n3ccsc3n2)CC1 | i | i | i | i | i | i | -2 | i | i | i | i
Cc1nc(C)n(C(C)CNC(=O)c2ccccc2)n1 (configuration not stated) | i | i | i | i | i | i | -11 | i | i | i | i
COc1cccc2cc(C(=O)NC3CC4CCC3C4)oc12 (configuration not stated) | i | i | i | i | i | i | -1 | i | i | i | i
Cc1cccc(NC(=O)CSc2nc3[nH]ncc3c(=O)[nH]2)c1 | i | i | i | i | i | i | -4 | i | i | i | i
CCOC(=O)/C=C1\SCC(=O)N1CC(=O)NC(C)c1ccc(F)cc1 (configuration not stated) | i | i | i | i | i | i | -14 | i | i | i | i
Cc1c(NS(=O)(=O)c2ccc(N3CCCCC3)c([N+](=O)[O-])c2)c(=O)n(-c2ccccc2)n1C | i | i | i | i | i | i | -4 | i | i | i | i
Cc1ccc2nc(-c3ccncc3)cc(-c3ccccc3)c2c1 | i | i | i | i | i | i | -11 | i | i | i | i
O=c1[nH][nH]c(=S)n1C1CCCCC1 | nt | nt | i | i | i | i | -23 | i | i | i | i
CC1CN(C(=O)c2cccc(Oc3ccccc3)c2)CC(C)O1 (configuration not stated) | i | i | i | i | i | i | -6 | i | i | i | i
O=C(Nc1cccc([N+](=O)[O-])c1)Nn1cnnc1 | i | i | i | i | i | i | -14 | i | i | i | i
CC(/C=C1\SC(=O)N(CCCC(=O)O)C1=O)=C\c1ccccc1 | i | i | i | i | i | i | -15 | i | i | i | i
O=C(CCC(=O)N1CCOc2ccccc21)NCc1ccccn1 | i | i | i | i | i | i | -4 | i | i | i | i
CCn1c(SCC(=O)N2CC(C)OC(C)C2)nc2c([nH]c3ccccc32)c1=O (configuration not stated) | i | i | i | i | i | i | -7 | i | i | i | i
CCc1ccc(-c2cc3c(=O)n(CC(=O)NCCCN4CCN(Cc5ccccc5)CC4)nc(C)n3n2)cc1 | i | i | i | i | i | i | -20 | i | i | i | i
Cc1ccc(S(=O)(=O)c2cc3c(=O)n4ccccc4nc3n(CCc3ccccc3)c2=N)cc1 | i | i | 6* | i | i | i | -6 | -7.2* | i | i | i
CC(C)(Oc1ccc(Cl)cc1)C(=O)NC1=NN(c2ccccc2)C(=O)C1 | i | i | i | i | i | i | -6 | i | i | i | i
Clc1ccc(-n2nnnc2CN2CCOCC2)cc1 | i | i | i | i | i | i | -1 | i | i | i | i
Cc1cccn2c(=O)nc(SCC(=O)c3ccccc3)nc12 | i | i | i | i | i | i | -9 | i | i | i | i
CCC(C)N1C(=O)S/C(=C/c2ccc(Sc3nc4ccccc4[nH]3)o2)C1=O (configuration not stated) | i | i | 13* | i | i | i | -6 | i | i | i | i
COc1ccc(N(C)S(=O)(=O)c2cccc(C(=O)Nc3nnc(C4CC4)s3)c2)cc1 | i | i | i | i | i | i | -11 | i | i | i | i
Cc1ccc(Cl)cc1N1CCN(S(=O)(=O)c2ccc(-c3ccc(=O)[nH]n3)o2)CC1 | i | i | i | i | i | i | -4 | i | i | i | i
Cc1nc2ccccc2n1CC(=O)NCc1ccccc1 | i | i | i | i | i | i | -11 | i | i | i | i
COc1cccc(CC(NC(C)=O)C(=O)NC2CCN(C(=O)NCc3ccccc3)CC2)c1 (configuration not stated) | i | i | i | i | nt | nt | -11 | i | nt | i | i
O=C(COC(=O)C1=COCCO1)NCCCc1ccccc1 | i | i | i | i | i | i | -8 | i | i | i | i
COc1ccc(C2c3c(ncn(CCCN4CCOCC4)c3=N)Oc3ccc4ccccc4c32)cc1OC (configuration not stated) | i | i | i | i | i | i | -11 | i | i | i | i
O=S(=O)(Cc1ccccc1)N1CCCCCC1 | i | i | i | i | i | i | -8 | i | i | i | i
CCN1CCSc2ccc(C(=O)NCc3cccc(F)c3)cc21 | i | i | i | i | i | i | -11 | i | i | i | i
Cc1cc(C(=O)CSc2nnc(-c3ccccc3)o2)c(C)n1CC1COc2ccccc2O1 (configuration not stated) | i | i | i | i | i | i | -8 | i | i | i | i
COc1ccc(NC(=O)Cc2cccc(F)c2)cc1S(=O)(=O)Nc1ccccc1Cl | i | i | i | i | i | i | -10 | i | i | i | i
Cc1ccc(C(=O)C[n+]2ccccc2C)cc1[N+](=O)[O-] | i | i | i | i | i | i | -4 | i | i | i | i
